From PubChem
HePTP inhibitor = inhibitors of human HePTP phosphatase. P35236. 0.64% of 110,000 active. inhibition, % at 20 µM. recombinant HePTP phosphatase activity, OD absorbance. AID 521; in the data active means inhibition above about 50%;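 further: plate controls were vehicle for no effect and reference inhibitor for full effect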
Target sequence (P35236 whole entry, looked up): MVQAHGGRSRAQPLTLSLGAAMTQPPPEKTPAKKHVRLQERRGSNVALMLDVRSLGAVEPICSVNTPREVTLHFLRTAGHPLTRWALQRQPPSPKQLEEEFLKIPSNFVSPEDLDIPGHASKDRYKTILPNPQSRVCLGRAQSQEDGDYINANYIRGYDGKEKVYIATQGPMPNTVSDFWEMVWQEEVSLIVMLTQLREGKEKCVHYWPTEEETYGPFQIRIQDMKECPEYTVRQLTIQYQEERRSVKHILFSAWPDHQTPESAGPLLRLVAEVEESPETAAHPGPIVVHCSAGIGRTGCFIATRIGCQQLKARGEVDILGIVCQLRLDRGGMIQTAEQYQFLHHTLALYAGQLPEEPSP
BAP1 block = human BAP1 deubiquitinase inhibition | 0.48% of 72,000 active | recombinant BAP1, Ub-AMC hydrolysis fluorescence kinetic; stronger effect = lower value | Q92560 | activity remaining (% of control), % at 20 µM | AID 436;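 active means activity remaining at or below 50% of control, provided the compound also passes the data quality filters; inactive means the rest, including low values that fail the filters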;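 further: 100% = DMSO wells rate and 0% = substrate alone blank rate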
Target sequence (Q92560 whole entry, looked up): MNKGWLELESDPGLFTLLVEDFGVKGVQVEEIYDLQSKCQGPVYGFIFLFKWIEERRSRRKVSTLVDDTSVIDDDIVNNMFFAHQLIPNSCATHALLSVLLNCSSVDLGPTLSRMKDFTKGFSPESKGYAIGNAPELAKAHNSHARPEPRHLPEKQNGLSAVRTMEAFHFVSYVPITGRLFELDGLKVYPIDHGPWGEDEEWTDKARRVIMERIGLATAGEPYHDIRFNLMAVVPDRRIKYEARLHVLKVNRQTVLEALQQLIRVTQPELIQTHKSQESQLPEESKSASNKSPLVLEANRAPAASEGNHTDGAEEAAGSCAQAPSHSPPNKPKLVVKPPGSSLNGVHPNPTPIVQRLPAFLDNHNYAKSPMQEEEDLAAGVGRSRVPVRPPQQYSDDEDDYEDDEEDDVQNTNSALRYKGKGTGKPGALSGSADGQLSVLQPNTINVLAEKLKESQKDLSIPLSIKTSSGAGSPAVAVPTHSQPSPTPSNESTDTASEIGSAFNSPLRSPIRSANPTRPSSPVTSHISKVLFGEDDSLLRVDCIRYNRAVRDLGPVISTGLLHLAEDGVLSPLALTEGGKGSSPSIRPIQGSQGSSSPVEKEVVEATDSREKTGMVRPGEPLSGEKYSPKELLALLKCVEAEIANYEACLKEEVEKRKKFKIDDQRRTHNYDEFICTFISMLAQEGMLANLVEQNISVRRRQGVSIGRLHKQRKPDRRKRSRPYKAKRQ
* hit, by the source's call; i = inactive; / = not tested or not shown; & = joins results of further samples.

SMILES	HePTP inhibitor	BAP1 block
O=C(COc1ccccc1Cl)N(Cc1ccco1)C1CCS(=O)(=O)C1 (stereo not drawn)	0	80
CCCCNCCCCCOc1cc(C)ccc1C	-8	/
Cc1nnc(SCCn2c(N(C)Cc3ccccc3)nc3c2c(=O)n(C)c(=O)n3C)s1	/	90
COc1ccc(OC)c(N/C=C2/CCCCC2=O)c1	5	104
N#C/C(=C(/O)COC(=O)CCCNC(=O)c1ccc(Cl)cc1)c1nc2ccccc2[nH]1	-2	60
COc1ccc(Cn2nnnc2CN2CCOCC2)cc1	8	74
COc1cccc(NC(=O)C2C(c3ccccc3)C2(Cl)Cl)c1 (stereo not drawn)	5	/
CCCc1ccc(OCC(=O)Nc2cc(S(=O)(=O)CC)ccc2O)cc1	-3	/
CC(C)(C)c1cc(Br)ccc1OCC(=O)Nc1ccc(F)cc1	4	/
Cc1cc(C)cc(N2CC(C(=O)O)CC2=O)c1 (stereo not drawn)	9	102
Cc1ncc(CO)c2cc(C(N)=O)c(=Nc3ccccc3)oc12	0	81
Cc1ccc(C)c(Cn2c(CO)nc3ccccc32)c1	6	137
COC(=O)C(Cc1ccccc1)NC(=O)CSc1nc(N)cc(=O)[nH]1 (stereo not drawn)	8	108
Cn1nnnc1SCC(=O)Nc1ccccc1Cc1ccccc1	-4	111
C=CCn1c2ccccc2c2nnc(SCC(=O)N=C3NC(=O)CS3)nc21	56*	/
CC(NC(=O)c1ccc(NS(C)(=O)=O)cc1)c1ccccc1 (stereo not drawn)	-7	105
O=C(NCc1ccccn1)c1cnc2sccn2c1=O	9	108
O=C(CSc1nnc(NC(=O)C2CCC2)s1)Nc1ccc(N2CCOCC2)cc1	5	97
c1cnn(-c2nc(N3CCOCC3)nc(N3CCOCC3)n2)c1	-16	102
Cc1c(NC(=O)Nc2cc(F)c(F)cc2Cl)c(=O)n(-c2ccccc2)n1C	0	/
Nc1nnc(SCc2cc3c(cc2Cl)OCO3)s1	4	62
CN(C)CCOC(=O)Cc1ccc(Cl)cc1	7	152
Cc1ccc2[nH]c(=O)c(CN(CC3CCCO3)C(=O)c3ccco3)cc2c1 (stereo not drawn)	-3	68
Cc1cccc(N2C(N)=C(C#N)C(C#N)(C#N)C2c2ccccc2)c1 (stereo not drawn)	1	90
O=C(NCCCN1CCCC1=O)c1ccc2c(c1)ncn2C1CCCCC1	-4	97
Cn1cnnc1SCC(=O)NC(=O)NC1CCCC1	4	117
Cc1c(N)c(=O)n(-c2ccccc2)n1C	/	72
COc1ccccc1NC(=O)c1c(NC(=O)C(Cl)(Cl)Cl)sc2c1CCC2	0	/
O=C(CCSCCC(=O)NCc1ccco1)NCc1ccco1	/	84
CCOC(=O)C1CCN(C(=O)C(O)(c2ccccc2)c2ccccc2)CC1	1	/
COc1ccccc1NC(=O)N1CCN(c2ccccc2F)CC1	7	76
Cc1cc(C)c(C)c(OCC(=O)NCc2nc(-c3ccccc3)no2)c1	5	68
CCN(CC)C(=O)CCc1ccccc1	0	/
CCc1nnc(NC(=O)C2CCN(c3nc(C)cc(C)n3)CC2)s1	3	114
O=C(NC1CC1)c1c[nH]c2ccc(S(=O)(=O)Nc3cccc(C(F)(F)F)c3)cc2c1=O	8	/
O=C(NCCC1=CCCCC1)C1CCN(S(=O)(=O)c2cnc[nH]2)CC1	6	95
COc1ccc(N2CC(O)=C(c3nc4ccccc4s3)C2=N)cc1	9	94
Fc1ccccc1CSc1nnnn1-c1ccccc1F	-10	/
CC(=O)Nc1ccc2nc(NC(=O)COc3ccc(Cl)cc3)sc2c1	/	92
CCn1c(/N=C/c2c(O)ccc3ccccc23)nc2ccccc21	-7	/
C[C@H](NC(=O)OC(C)(C)C)c1nnc(SCC(=O)Nc2ccc(Br)cc2)o1	9	77
CCCCOc1ccc(NC(=O)COc2ccc(C)cc2C)cc1	9	/
Cc1ccccc1SCC(=O)NC1CCOC1=O (stereo not drawn)	5	80
CCCC(C)C(=O)Nc1ccc(C(N)=O)cc1 (stereo not drawn)	12	100
O=C(/C=C/c1ccccc1)NC(=S)Nc1cccc(NC(=O)c2cccc(Cl)c2)c1	6	/
Cc1c(Cl)cccc1N1C(=O)CC(Sc2ncn[nH]2)C1=O (stereo not drawn)	-13	/
O=C(O)COc1ccccc1/C=N/NC(=O)COc1c(Br)cc(Br)cc1Br	66*	/
Cc1ccc(NC(=O)c2c(-c3ccccc3)noc2C)cc1C	104*	/
CCN1C(=O)/C(=C\c2ccc(-c3ccc(C(=O)O)cc3)o2)SC1=S	11	/
COc1ccc2c(c1)NC1(O)c3ccccc3C(=O)C21O (stereo not drawn)	6	/
COC(=O)c1ccc(NC2=C(Cl)C(=O)c3ccccc3C2=O)cc1	8	/
COc1ccc(Br)cc1-c1noc(-c2ccncc2)n1	4	82
CC(C)C1=NN2C(=N)/C(=C/c3ccccc3OCc3ccc(F)cc3)C(=O)N=C2S1	5	/
Nc1nnc(CCS(=O)(=O)c2ccc3ccccc3c2)s1	2	/
CCOC(=O)c1c(NC(=O)CSc2nc3c(c(=O)n(C)c(=O)n3C)n2C(C)C)sc(C)c1C	0	75
CC(C)N(Cc1cc2ccccc2[nH]c1=O)C(=O)C(C)(C)C	9	80
COc1ccc(CCNC(=O)CSc2nnc(CNC(=O)c3ccccc3F)o2)cc1OC	3	90
O=C(CN1C(=O)/C(=C/c2ccccc2F)SC1=S)Nc1cccc(O)c1	4	/
CCCn1c(N2CCN(CC(=O)c3c[nH]c4ccccc34)CC2)nc2c1c(=O)[nH]c(=O)n2C	9	87
CCCCS(=O)(=O)NC1=NCN(CCOC(=O)c2ccccc2)CN1	5	93

Compound profiles, as listed above.
COc1ccc(CCNC(=O)CSc2nnc(CNC(=O)c3ccccc3F)o2)cc1OC reads HePTP inhibitor = 3; BAP1 block = 90
Cc1ccc(NC(=O)c2c(-c3ccccc3)noc2C)cc1C reads HePTP inhibitor = 104*; BAP1 block = /
Cc1c(Cl)cccc1N1C(=O)CC(Sc2ncn[nH]2)C1=O (stereo not drawn) reads HePTP inhibitor = -13; BAP1 block = /

The list continues.
SMILES	HePTP inhibitor	BAP1 block
C=CCc1cccc2cc(C(=O)NC(C)(C)C)c(=O)oc12	3	81
Cc1cccc(Cc2cnc(NC(=O)CCCN3C(=O)/C(=C/c4ccccc4)SC3=S)s2)c1	1	/
Cc1ccc(OCCSc2nc3ccccc3n2CCO)cc1	4	/
Cc1ccc(C(=O)CC2(O)C(=O)N(CN3CCOCC3)c3ccccc32)cc1 (stereo not drawn)	4	103
N/C(=N/c1nc2ccccc2o1)NC(=O)Cc1ccccc1	-11	/
CCOc1ccc(C2N(c3ccc(Cl)cc3)C(=O)C3CCCN32)cc1OC (stereo not drawn)	-7	97
COc1ccc(CCc2nc(-c3ccc(-n4cccc4)cc3)no2)cc1	9	82
CC(C)NC(=O)CSc1nc2ccccc2c(=O)n1CCCOC(C)C	6	123
OCc1ccc(-c2cc(C(F)(F)F)cc(C(F)(F)F)c2)o1	11	/
CCCC(C)NC(=O)c1ccc(C)c([N+](=O)[O-])c1 (stereo not drawn)	-13	/
CCCSc1nc2c(c(=O)[nH]c(=O)n2C)n1Cc1ccc(C)cc1	0	79
CCOC(=O)c1csc(NC(=O)c2ccc(S(=O)(=O)N(C)C)cc2)n1	2	/
CCOc1cccc(-c2nn3c(-c4ccco4)nnc3s2)c1	4	81
O=C1CC(N2CCN(Cc3ccc4c(c3)OCO4)CC2)C(=O)N1c1ccccc1 (stereo not drawn)	2	104
COC(=O)c1ccc(C(=O)OCCCc2nc3ccc(N)cc3[nH]2)cc1	/	87

Rewritten with bars between the fields: 3 of the compounds above.
SMILES | HePTP inhibitor | BAP1 block
c1cnn(-c2nc(N3CCOCC3)nc(N3CCOCC3)n2)c1 | -16 | 102
Nc1nnc(CCS(=O)(=O)c2ccc3ccccc3c2)s1 | 2 | /
CCOC(=O)c1c(NC(=O)CSc2nc3c(c(=O)n(C)c(=O)n3C)n2C(C)C)sc(C)c1C | 0 | 75

Next section
SMILES	HePTP inhibitor	BAP1 block
CCN(CC)C(=O)N1c2ccccc2C=Cc2ccccc21	-12	/
CCOc1ccc(NC(=O)c2ccccc2NC(=O)c2ccccc2)cc1	7	/
Cc1csc(SCC(=O)Nc2nc3ccccc3s2)n1	8	101
CC(C)c1ccc(-c2csc(NC(=O)c3cccc4ccccc34)n2)cc1	/	77
O=C(O)CCC(=O)NNc1ccccc1[N+](=O)[O-]	-9	/
COC(=O)c1cc(-c2c(C)nn(-c3ccccc3)c2C)n[nH]1	-4	112
Brc1ccc(OCCCCN2CCOCC2)cc1	-15	/
CC(=O)Nc1ccc(Nc2nc(C)nc3c2oc2ccccc23)cc1	13	90
COc1ccc(CN2CC(C(=O)NCCC3=CCCCC3)CC2=O)cc1 (stereo not drawn)	-8	112
COc1cccc(/C=C2\SC(=Nc3cccc(Cl)c3Cl)NC2=O)c1	4	/
Cc1ccc(NC(=O)c2ccco2)c(NC(=O)c2cccs2)c1	11	147
O=C1CC(C(=O)N2CCN(c3ccc(F)cc3)CC2)CN1CCc1ccccc1 (stereo not drawn)	3	95
Cc1cc(/C=N/NC(=O)CC#N)c(C)n1-c1cc(Cl)ccc1Cl	-2	/
COCCNC(=O)c1c(N)n(CCC2=CCCCC2)c2nc3ccccc3nc12	2	89
CC(=O)c1ccc(OCCCC(=O)N2CCN(S(=O)(=O)c3cccs3)CC2)cc1	11	89
COc1ccc(C(=O)NCCSCc2ccco2)cc1OC	4	97
O=C1NC(=O)N(c2ccc(Br)cc2)C(=O)/C1=C\C=C\c1ccco1	8	/
O=C1c2ccccc2S(=O)(=O)N1Cc1nnc(-c2ccccc2Br)o1	12	109
CCOc1ccc2nc(SCC(N)=O)sc2c1	0	/
CS(=O)(=O)N(CC(=O)N1CCOCC1)Cc1ccccc1	5	86
CN(C)C(=O)c1nc(C#N)c(N(C)C)o1	13	76
COc1ccccc1N1CCN(c2cc(=O)n(-c3ccc(Br)cc3)c(=O)[nH]2)CC1	-2	97
O=C(Nc1ccc(-c2nc3cc(Cl)ccc3o2)cc1)c1cc([N+](=O)[O-])ccc1Cl	/	90
Cn1/c(=N/N=C/c2cc([N+](=O)[O-])ccc2O)sc2ccccc21	-12	/
O=C(NC1CCCCC1)N1CCC(n2cnc3ccccc32)CC1	19	83
COc1ccc(OC)c(N2C(=O)NC(=O)C(=Cc3ccc(C)o3)C2=O)c1	-1	/
O=C(NC(=S)N1CCOCC1)C12CC3CC(CC(C3)C1)C2	-7	/
CC(C)(C)N1C(=O)Cc2c1nc(N)c1c(N)nc(N3CCCCC3CO)c(C#N)c21 (stereo not drawn)	6	101
COc1cc2c(cc1C)/C(=N/OC(=O)c1ccc(OC)c([N+](=O)[O-])c1)CCC2	-10	/
Cc1cccc(N2C(=O)c3ccc(Oc4ccc([N+](=O)[O-])cc4)cc3C2=O)c1C	1	/
C/C(=C\C(=O)c1ccc(Br)cc1)N1CCCCC1	4	83
O=C(Nc1nc(-c2ccc(Cl)cc2)cs1)c1ccc2c(c1)OCO2	-20	/
CCOc1ccc2[nH]c(=O)c(CN(CC3COCCO3)C(=O)c3ccco3)cc2c1 (stereo not drawn)	9	90
COC(=O)c1cc(-c2ccc(N)cc2)nc2ccccc12	-7	/
O=C1CC(N2CCN(C(c3ccccc3)c3ccccc3)CC2)C(=O)N1c1cccc(Br)c1 (stereo not drawn)	5	/
O=C(c1cc(F)c(F)cc1Cl)N1CCN(c2ccc([N+](=O)[O-])c3cccnc23)CC1	10	/
CCOC(=O)Cc1csc(NC(=O)c2csc(C)c2)n1	5	161
O=c1[nH]c(=O)n(Cc2ccccc2)cc1F	-4	/
O=P(O)(CCc1ccccc1)CN1CCCCC1	16	92
Cc1cccc2cc(CN(Cc3cccs3)C3(c4nnnn4C4CCCC4)CCCC3)c(=O)[nH]c12	8	33*
O=C1[C@@H]2[C@H](Cc3ccc(O)cc3)N[C@]3(C(=O)Nc4ccccc43)[C@@H]2C(=O)N1c1ccc(F)cc1	2	106
CN(CC(=O)N1CCN(c2ccccc2)CC1)S(=O)(=O)c1cnc[nH]1	5	110
CCOc1ccc(C2C(N3C(=O)c4ccc([N+](=O)[O-])cc4C3=O)C(=O)N2c2ccc(Cl)cc2)cc1 (stereo not drawn)	/	59
CC(=O)c1c(C)[nH]c(C(=O)OCCCCN2C(=O)c3ccccc3C2=O)c1C	1	92
CN(C)CCCn1c(N)c(C#N)c2nc(C#N)c(C#N)nc21	4	i

Structures shown so far containing a CF3 group (two):
SMILES	HePTP inhibitor	BAP1 block
O=C(NC1CC1)c1c[nH]c2ccc(S(=O)(=O)Nc3cccc(C(F)(F)F)c3)cc2c1=O	8	/
OCc1ccc(-c2cc(C(F)(F)F)cc(C(F)(F)F)c2)o1	11	/

Next structures:
SMILES	HePTP inhibitor	BAP1 block
Cc1ccc(S(=O)(=O)Nc2cc(C(=O)O)cc(C(=O)O)c2)cc1	-7	/
CCc1ccc(C2CC(c3cccc(Cl)c3)n3nc(N)nc3N2)cc1 (stereo not drawn)	5	99
Brc1c(CSc2nnc(-c3ccco3)o2)nc2ccccn12	9	116
C/C(=C\C(=O)c1ccc(F)cc1)Nc1ccc(N2CCOCC2)cc1	10	77
COc1cccc(-n2ccnc2SCC(=O)Nc2ccccc2)c1	-8	102
CCOC(=O)C1CCCN(C(=O)Cc2c(F)cccc2Cl)C1 (stereo not drawn)	7	94
COc1ccc(C(=O)N=Nc2c(O)n(CN3CCCC3)c3ccccc23)cc1	-8	/
O=C(NCC(O)CNC(=O)C(F)(F)C(F)(F)F)C(F)(F)C(F)(F)F	-10	/
COc1ccc2c(C)c(Cl)c(=O)oc2c1	11&8	103

An unsorted share of the library. Share with any hit: about 0.95%.
